Screens as filed in PubChem.
Mdm2-MdmX inh – human Mdm2/MdmX binding inhibition; AID 485346; SaOS-2 split-luciferase Mdm2/MdmX complementation, luminescence; actives 3% (n = 330,000); O15151+Q00987; inhibition, % at 8 µM;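 active = inhibition of at least 50% at 8 µM in the primary screen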
Target sequence (O15151 whole entry, looked up): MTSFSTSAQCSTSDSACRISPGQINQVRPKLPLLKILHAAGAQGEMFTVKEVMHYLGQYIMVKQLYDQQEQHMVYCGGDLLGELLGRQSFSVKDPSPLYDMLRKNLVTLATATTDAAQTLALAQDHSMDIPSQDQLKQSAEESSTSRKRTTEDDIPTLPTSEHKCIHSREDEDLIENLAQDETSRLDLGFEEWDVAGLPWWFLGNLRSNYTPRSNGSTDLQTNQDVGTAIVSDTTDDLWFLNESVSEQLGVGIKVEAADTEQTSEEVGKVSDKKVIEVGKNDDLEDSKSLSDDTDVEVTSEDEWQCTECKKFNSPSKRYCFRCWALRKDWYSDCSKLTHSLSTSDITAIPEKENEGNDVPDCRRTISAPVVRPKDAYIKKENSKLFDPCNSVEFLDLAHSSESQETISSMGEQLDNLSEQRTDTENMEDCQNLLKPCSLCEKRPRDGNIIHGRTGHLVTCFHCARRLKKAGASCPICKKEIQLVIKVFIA
Target sequence (Q00987 whole entry, looked up): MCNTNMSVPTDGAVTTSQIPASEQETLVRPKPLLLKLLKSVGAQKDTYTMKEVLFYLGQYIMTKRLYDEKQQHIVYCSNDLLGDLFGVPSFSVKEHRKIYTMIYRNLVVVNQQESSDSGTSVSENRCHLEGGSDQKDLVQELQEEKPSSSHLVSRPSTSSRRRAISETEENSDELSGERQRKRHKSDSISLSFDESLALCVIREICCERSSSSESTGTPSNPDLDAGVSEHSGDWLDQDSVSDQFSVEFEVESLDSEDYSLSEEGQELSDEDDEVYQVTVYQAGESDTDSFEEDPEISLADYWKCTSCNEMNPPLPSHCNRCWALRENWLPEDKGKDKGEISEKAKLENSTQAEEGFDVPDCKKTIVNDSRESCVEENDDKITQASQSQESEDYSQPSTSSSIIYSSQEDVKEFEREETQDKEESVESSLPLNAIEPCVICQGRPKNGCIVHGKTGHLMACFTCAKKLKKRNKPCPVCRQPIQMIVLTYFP
CCR6 antagonist – antagonists of human CCR6 receptor | P51684 | CHO-K1 CCR6 PathHunter beta-arrestin, luminescence, CCL20-stimulated | inhibition, % at 20 µM | actives 0.49% (n = 340,000) | AID 493098;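 active = compounds whose inhibition of the agonist-driven luminescence signal at 20 µM reaches about 50%, limit read from the data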;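 note: cells stimulated with CCL20 at 14 nM final; plate controls were DMSO with CCL20 for no effect and DMSO without agonist for full effect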
UPR CHOP act – apoptotic UPR (CHOP) activation. CHO-CHOP luciferase reporter, luminescence; percent of tunicamycin response over DMSO baseline. activation, % at 10 µM. actives 0.34% (n = 330,000);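 active = at 10 µM dose, activation of 40% or more, normalized to positive control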;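 note: 100% = tunicamycin at 10 µg/mL and 0% = DMSO alone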
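System: CHO-CHOP luciferase reporter cell line | Buffer or medium: F12 medium containing 10% fetal bovine serum | Doses: One dose, 10 µM in 0.5% DMSO | Times: 6 h compound exposure at 37 °C after overnight seeding | Signal: Luciferase luminescence | Read-out: % activation vs tunicamycin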
Gli-Sufu block – antagonists of Gli-Sufu signaling | Sufu-KO-LIGHT fibroblasts, Gli luciferase reporter luminescence | inhibition, % at 5 µM | actives 0.74% (n = 340,000) | AID 588413;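 active = inhibition above about 55%, limit read from the data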;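 note: 0% = DMSO-treated cells and 100% = wells with medium but no cells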
UPR XBP1 act – activators of adaptive arm of unfolded protein response (XBP1) | CHO-XBP1 luciferase reporter, IRE1-XBP1 UPR activation, luminescence; percent of tunicamycin response, DMSO as zero | activation, % at 20 µM | actives 0.33% (n = 330,000) | AID 463104;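 active = versus positive control, 20 µM dose yields 30% or more activation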;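 note: 100% = tunicamycin at 10 µg/mL and 0% = DMSO only wells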
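Assay system: IRE1-XBP1 luciferase reporter CHO line. Input: 1000 cells/well. Buffer or medium: F12 with 10% serum. Doses: 20 µM, 1% DMSO. Times: overnight seeding at 37 °C, 6 h compound treatment at 37 °C. Technique: Steady-Glo luciferase glow luminescence, 10 min after reagent addition.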
697 NFkB inh – inhibitors of the PMA/ionomycin-induced NF-kB reporter in 697 B cells; 697 B-cell NF-kB luciferase reporter, 16 h; inhibition, % at 4 µM; actives 0.33% (n = 330,000); AID 435022; in the data active = inhibition above about 35%
Jurkat NFkB inh – lowers PMA/ionomycin-induced NF-kB signal in Jurkat cells | AID 435003 | actives 0.53% (n = 330,000) | inhibition, % at 4 µM | PMA/ionomycin-induced NF-kB luciferase reporter, luminescence; in the data active = inhibition above about 50%
CXCR6 inh – blocks human CXCR6 beta-arrestin recruitment | O00574 | CHO-K1 PathHunter CXCR6 beta-arrestin, luminescence | inhibition, % at 20 µM | actives 0.36% (n = 360,000) | AID 602244; in the data active = inhibition above about 34%, passing the limit was not always enough;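 note: antagonist mode with CXCL16 agonist at 10 nM final; 0% = 10 nM CXCL16 with DMSO and 100% = unstimulated wells without agonist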
EBI2 block – antagonists of human EBI2 receptor; EBI2 beta-arrestin recruitment, luminescence, 7a,25-OHC stimulated; actives 0.81% (n = 360,000); inhibition, % at 5 µM; P32249; in the data active = inhibition above about 38%;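 note: enzyme fragment complementation signal reports receptor beta-arrestin coupling in cells; 0% = agonist plus DMSO wells and 100% = wells without agonist; some results beyond the cut were filed as inactive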
Active calls of the source: *; nt = not tested or not shown.

SMILES	Mdm2-MdmX inh	CCR6 antagonist	UPR CHOP act	Gli-Sufu block	UPR XBP1 act	697 NFkB inh	Jurkat NFkB inh	CXCR6 inh	EBI2 block
NC(=O)OCCCc1ccccc1	19.3	0.3	-1.2	-3.2	4.8	13.4	10.0	-1.1	3.7
C[C@]12CC[C@H]3[C@@H](CC[C@]4(O)C[C@@H](O)CC[C@]34C=O)[C@@]1(O)CC[C@@H]2C1=CC(=O)OC1	69.5*	10.9	-0.6	-0.3	-3.0	-52.9	98.3*	11.3	-0.7
Cc1nc2cc(-c3ccccc3)nn2c(C)c1CCC(=O)N1CCC2(CC1)OCCO2	21.8	6.8	-2.7	11.2	-0.3	42.7*	13.5	-4.4	24.0
COC(=O)C1=C(c2cccc3c2S(=O)(=O)c2ccccc2-3)C[C@@H]2CC[C@H]1N2C(=O)N1CCc2cc(OC)c(OC)cc2C1	12.2	4.4	1.9	17.4	-0.5	-3.1	4.1	-6.1	-0.7
CCOC(=O)C(O)(c1ccc(NC(=O)NC2CCCCC2)cc1)C(F)(F)F (stereo not drawn)	-25.9	-10.2	2.4	-17.1	1.2	-28.8	-14.8	-0.7	-2.8
CN(C)CCN=Cc1c(O)n(Cc2ccc3c(c2)OCO3)c(=S)[nH]c1=O	26.5	4.2	0.1	6.8	-2.0	23.1	-0.4	2.9	1.2
O=[N+]([O-])c1ccc(N2CC2)c([N+](=O)[O-])c1	nt	-9.9	nt	6.0	nt	nt	nt	0.0	-5.5
Cc1cc(C=O)c(C)n1C(C)C	-4.4	-12.3	0.5	2.4	-3.1	10.7	6.7	-0.4	-11.1
COc1ccccc1N1CCN(Cc2ccc(Br)s2)CC1	10.6	24.3	0.8	57.9*	0.9	14.3	3.1	-1.3	8.0
CC1(C)CC(=O)C2=C(C1)NC(=O)C21C(C(=O)OC(C)(C)C)=C(N)Oc2ccc(Br)cc21 (stereo not drawn)	15.0	4.7	1.0	-0.5	0.9	13.7	-3.2	-3.4	9.3
COCc1c(CN)cnc(C)c1N	-26.9	1.1	-1.1	0.5	0.7	-12.8	-19.7	2.0	-9.7
CCCCCCCCCCCCn1ccc(=N)cc1	97.2*	24.0	29.2	87.5*	22.1	90.6*	94.2*	-0.1	-23.9
O=C(NCc1ccccc1)c1cccn(Cc2ccccc2)c1=O	0.4	8.1	-0.5	2.4	-3.4	-3.4	-13.3	8.3	-3.1
Cc1oc(-c2ccccc2Cl)nc1CN1C(=O)CN=C(c2ccccc2)c2ccccc21	19.6	18.6	0.3	18.2	-2.1	-3.0	-6.1	8.7	13.1
COc1ccc(-c2cc(=Nc3cccc(C(=O)O)c3)c3cc(C)ccc3o2)cc1	-144.7	8.4	3.8	-12.7	0.8	-147.7	-149.1	2.6	15.7
CCCS(=O)(=O)N1CCC(C(=O)N2CCC3(CC2)OCCO3)CC1	16.0	5.7	1.3	22.0	4.0	13.9	-10.4	-2.2	2.2
N#CCCn1cc(C(=O)NCc2ccccc2)c(-c2ccc3c(c2)OCCO3)n1	-35.6	4.0	-0.2	-1.0	-2.5	-6.2	-0.9	-5.5	-1.0
O=C(NCCN1CCCCC1)c1ccc(Cl)nc1Cl	8.7	-3.0	-0.7	2.2	-0.4	6.7	-3.4	2.5	3.9
COC(=O)C1=C(c2cccc(C#N)c2)C[C@@H]2CC[C@H]1N2C(=O)N1CCc2cc(OC)c(OC)cc2C1	11.4	7.5	0.4	-0.5	-2.5	-22.4	-17.7	0.5	-4.0
CN(C)c1ccc(CCN2CCOCC2)cc1	-14.0	-0.9	4.8	20.2	-1.6	-47.9	-51.4	2.7	-4.9
C[C@]12CC[C@@H](O)C[C@@H]1CC[C@@H]1[C@@H]2CC[C@]2(C)[C@@H](O)CC[C@@H]12	0.4	9.4	-1.6	27.5	-4.0	1.7	-12.3	7.0	-2.8
CC(=O)OC1(c2ccccc2)CCN(C)C(C)C1C (stereo not drawn)	-3.8	3.4	-2.8	29.5	-2.4	1.3	-16.4	-3.4	-9.9
CCCCn1c(=O)c(C(=O)Nc2ccccc2C)c(O)c2ccccc21	14.0	-18.6	0.9	-25.7	-1.6	-15.0	-18.2	-3.8	9.8
CC(C)c1oc(=O)cc2c1[C@@H](O)[C@H]1OC(=O)[C@@]3(C)CC[C@@H](O)[C@@]2(C)C13 (stereo partly drawn)	63.3*	3.6	2.0	20.4	0.5	-19.0	72.1*	4.9	0.8

A different layout for some results above:
Compound: COc1ccccc1N1CCN(Cc2ccc(Br)s2)CC1
- Mdm2-MdmX inh: 10.6
- CCR6 antagonist: 24.3
- UPR CHOP act: 0.8
- Gli-Sufu block: 57.9*
- UPR XBP1 act: 0.9
- 697 NFkB inh: 14.3
- Jurkat NFkB inh: 3.1
- CXCR6 inh: -1.3
- EBI2 block: 8.0

Compound: COc1ccc(-c2cc(=Nc3cccc(C(=O)O)c3)c3cc(C)ccc3o2)cc1
- Mdm2-MdmX inh: -144.7
- CCR6 antagonist: 8.4
- UPR CHOP act: 3.8
- Gli-Sufu block: -12.7
- UPR XBP1 act: 0.8
- 697 NFkB inh: -147.7
- Jurkat NFkB inh: -149.1
- CXCR6 inh: 2.6
- EBI2 block: 15.7

Compound: NC(=O)OCCCc1ccccc1
- Mdm2-MdmX inh: 19.3
- CCR6 antagonist: 0.3
- UPR CHOP act: -1.2
- Gli-Sufu block: -3.2
- UPR XBP1 act: 4.8
- 697 NFkB inh: 13.4
- Jurkat NFkB inh: 10.0
- CXCR6 inh: -1.1
- EBI2 block: 3.7

The list continues:
SMILES	Mdm2-MdmX inh	CCR6 antagonist	UPR CHOP act	Gli-Sufu block	UPR XBP1 act	697 NFkB inh	Jurkat NFkB inh	CXCR6 inh	EBI2 block
CCC(=NCc1ccco1)c1c(O)n(C)c(=O)n(C)c1=O	15.2	-2.9	-2.2	4.1	1.4	-7.8	-4.3	1.6	-17.5
COC(=O)C1=C(c2ccc(S(C)(=O)=O)cc2)C[C@@H]2CC[C@H]1N2C(=O)NCc1ccco1	16.5	-1.6	2.0	5.6	-1.1	16.5	10.8	-6.1	2.1
O=P(N1CCCCC1)(N1CCCCC1)C(Cl)(Cl)Cl	16.2	0.9	0.7	0.5	2.1	5.2	5.9	5.9	-0.5
O=C(NC(=O)N1CCC2(CC1)OCCO2)c1ccc(Cl)cc1	-6.8	11.2	-1.7	64.8*	-0.8	14.1	0.3	-1.2	5.7
COC(=O)C1=C(c2ccc(F)cc2F)C[C@@H]2CC[C@H]1N2C(=O)NC1CC1	-0.5	3.2	-1.1	-1.8	-2.6	1.3	-16.9	-0.4	-4.6
CCOc1ccccc1-n1c(O)c(C=Nc2c(C)n(C)n(-c3ccccc3)c2=O)c(=O)[nH]c1=O	8.4	5.7	-0.4	-1.1	-2.8	2.3	-5.1	2.5	-24.6
CCC(=NCCCN1CCOCC1)c1c(O)n(Cc2ccccc2)c(=O)[nH]c1=O	-7.1	-5.9	-0.2	-6.8	-0.7	-8.2	6.8	-1.7	1.0
COC(=O)C1=C(c2ccc(OC(F)(F)F)cc2)C[C@@H]2CC[C@H]1N2C(=O)NCc1cc(C)oc1C(F)(F)F	-13.0	21.4	1.2	10.5	-2.6	3.7	0.1	8.3	10.0
Cc1cccc(CN2CCN(Cc3ccc(Cl)cc3)CC2)c1	-23.9	-0.6	-2.7	-12.1	-3.4	-17.0	-5.0	-0.3	-2.4
CC(=O)OC1CCC2(C)C(=CC(=O)C3C2CCC2(C)C(OC(C)=O)CCC32)C1 (stereo not drawn)	nt	-3.1	nt	-1.3	nt	nt	nt	0.8	-2.2
O=c1[nH]c(O)c(C=NC2CCN(Cc3ccccc3)CC2)c(=O)[nH]1	-26.0	-9.0	-0.2	2.4	-3.4	16.1	-10.4	-17.5	-10.7
Clc1ccc(CNC2CN3CCC2CC3)cc1 (stereo not drawn)	-0.8	-3.2	-1.8	-4.8	-0.5	-4.8	8.3	-5.2	-6.2
COc1ccc(-n2nc(C(=O)NCC(=O)N3CCC4(CC3)OCCO4)c3ccccc3c2=O)cc1	-22.8	10.1	6.2	-85.5	2.6	-65.0	-36.5	2.3	-3.7
CC(=O)Nc1cc(C(=O)N2CCC3(CC2)OCCO3)ccc1Sc1ccc(C)cc1	-10.4	4.7	-0.4	-1.0	-1.0	30.0	15.5	-4.0	-9.3
CN(C)CCCNCC(=O)Nc1ccc(Cl)cc1C(=O)c1ccccc1	7.9	15.8	0.8	6.0	-0.3	11.7	0.9	-2.0	-10.1
C[N+](C)(C)CC(=O)Nc1ccc(Cl)cc1C(=O)c1ccccc1	15.9	6.4	-1.1	-5.7	-4.7	-0.1	-11.9	0.7	-0.1
CCOc1cc2c(cc1OCC)-n1cccc1C(c1ccccc1F)NC2 (stereo not drawn)	-4.6	18.8	0.6	13.3	1.2	-6.7	-28.2	3.7	-5.3
CC(=NCc1ccc2c(c1)OCO2)c1c(O)n(-c2ccc(C)cc2)c(=O)[nH]c1=O	-1.0	11.0	1.5	-7.5	-2.2	-1.2	4.2	12.0	11.5
COC(=O)C1C(O)C(C)C(O)C(C)/C=C\C=C(/C)C(=O)Nc2c(C)c(OC(C)=O)c3c(c2O)C(=O)C(C)=C2OCOC(=C23)/C(C)=C/C(C)(O)C(O)C(C)C1O (stereo not drawn)	11.5	-4.3	0.1	-0.8	-4.1	-1.1	3.3	-17.1	-3.2
CCn1c(C)c(C(=O)NCCc2ccccc2)c2cc(OC)ccc21	-22.7	12.3	1.1	18.0	2.5	-4.9	-19.2	-5.9	4.9
N=c1c[n+](C2CCCCC2)[n-]o1	-9.9	1.5	-0.4	-3.6	-2.0	-4.8	-7.1	-10.6	1.0
Cc1cc(S(=O)(=O)NC(C)C)ccc1OCC(=O)N1CCN(Cc2ccc3c(c2)OCO3)CC1	4.0	4.0	-0.8	-0.8	-3.1	-11.6	-7.1	-14.5	-1.3
CCCCCCCn1c(=O)c(C(=O)Nc2cnccn2)c(O)c2ccccc21	64.8*	0.7	19.4	31.4	-0.2	17.0	11.0	4.4	-0.1
Cc1ccc2c(c1)C(c1ccccc1)=NCC(=O)N2	28.9	13.9	-1.6	-1.3	-5.9	-2.8	-4.3	9.3	-15.1
CC(C)(CN)CC(=O)O	0.5	-3.0	1.5	-21.9	0.0	26.5	5.2	-3.7	-1.9
COc1cccc2c1O[C@H]1C(=O)CC[C@H]3CN(C)CCC231 (stereo partly drawn)	4.5	-1.9	-1.3	-4.5	1.3	3.5	16.2	4.9	5.7
CC(Cc1ccccc1Sc1ccccc1)N(C)C (stereo not drawn)	23.0	-5.2	3.4	14.3	2.7	-24.5	5.0	5.4	-0.8
CN1CC(C(=O)c2ccccc2)C(C(=O)c2ccccc2)C1 (stereo not drawn)	-25.6	15.3	-0.8	-9.2	-1.4	-38.5	-25.3	-4.1	-11.3
CN(C)c1ccc(N=Cc2c(O)n(CCC3=CCCCC3)c(=O)[nH]c2=O)cc1	14.1	5.6	0.1	-2.0	2.0	-5.8	2.1	1.3	23.1
Cc1ccc(N)cc1N	16.9	-5.7	-0.1	19.8	-0.2	27.9	3.8	1.9	2.9
CCOc1ccc(Cc2c(O)[nH]c(=O)[nH]c2=O)cc1	15.5	5.3	-1.7	-16.8	2.5	11.5	1.9	1.7	-7.4

Only part of the results is shown. The share of hits here may be higher or lower than overall.
